G9a block – blocks human histone lysine methyltransferase G9a; Q96KQ7; G9a H3K9 monomethylation, AlphaScreen, 2 h; Potency, µM (doses to about 102 µM), for inactives: at the highest dose activity, negative = inhibition, usual class: inhibitors; 8.8% of 350,000 active; AID 504332; note: % is set by controls: 0 for no effect and ±100 for the full control effect; nearly all actives have a fitted effect of over 75% in size
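G9a (20 nM) was preincubated 15 min with compound, then reacted 2 h at room temperature with 500 nM biotin-H3K9 peptide and 20 µM SAM. Monomethyl-H3K9 detected by AlphaScreen using anti-H3K9me1 antibody.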
Pol kappa inh – DNA polymerase kappa (human) inhibition; purified Pol kappa, fluorescent DNA synthesis assay, 10 min; Potency, µM (top dose mostly 107 µM), for inactives: top-dose activity, negative = inhibition, most hits filed as inhibitors; 0.53% of 400,000 active; note: % is set by controls: 0 for no effect and ±100 for the full control effect
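Here, compound and 10 nM enzyme are combined for 15 min at room temperature; adding 50 nM substrate (final) starts DNA synthesis, tracked by fluorescence at 0 and 10 min against buffer-only wells.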
POLB inh – blocks human DNA polymerase beta activity. AID 485314. Potency, µM (series often up to 114 µM), for the others: at the highest dose activity change, negative = inhibition, actives largely listed as inhibitors. Pol beta primer extension/strand displacement, fluorescence kinetic. 1.3% of 340,000 active; note: % is set by controls: 0 for no effect and ±100 for the full control effect
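Enzyme-only controls used 10 nM Pol beta; buffer lacking enzyme served as negative control. Compound preincubated 15 min, then 50 nM substrate added; 0 and 10 min reads at room temperature.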
Apoferritin bind – candidate novel general anesthetic via apoferritin binding; AID 485281; apoferritin/1-aminoanthracene competitive binding, fluorescence; Potency, µM (highest dose often 77.5 µM), for inactives: top-dose activity change, negative = displacement, most hits filed as inhibitors; P02791; 0.074% of 350,000 active; note: % is set by controls: 0 for no effect and ±100 for the full control effect; nearly all actives have a fitted effect of over 20% in size
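Horse-spleen apoferritin (10 uM) in 50% saturated 1-aminoanthracene in PBS was incubated 10 min at room temperature with compound. Fluorescence (ex 380, em 535 nm) was normalized to free and bound 1-AMA, with concentration-response fitted by a four-parameter Hill equation.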
APEX1 inh – blocks human APE1 abasic DNA cleavage; 0.35% of 350,000 active; Potency, µM (doses to about 65.8 µM), inactives show at the top dose activity change, negative = inhibition, usual class: inhibitors; AID 2517; P27695; recombinant APE1, TAMRA/BHQ-2 abasic DNA cleavage fluorescence;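 note: plate controls were vehicle for no effect and reference inhibitor for full effect; nearly all actives have a fitted effect of over 55% in size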
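Step 1: APE1 (0.75 nM) with compound, 15 min RT. Step 2: add 50 nM fluorophore/quencher THF duplex. Step 3: three fluorescence reads 60 s apart (525/598 nm); read 3 minus read 1 = reaction progress.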
BAZ2B inh – inhibitors of human BAZ2B bromodomain; Q9UIF8; AlphaScreen BAZ2B-H3K14Ac peptide displacement; Potency, µM (top dose mostly 114 µM), inactives show top-dose activity change, negative = inhibition, most hits filed as inhibitors; 4.4% of 360,000 active; AID 504333; note: % is set by controls: 0 for no effect and ±100 for the full control effect; nearly all actives have a fitted effect of over 60% in size
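Compounds, titrated to a top concentration of 110 uM, were incubated 30 min at room temperature with preformed BAZ2B/acetyl-K14 H3 peptide complex (50 nM each). Proximity signal was measured by AlphaScreen after 20 min with beads.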
Pol iota inh – blocks human DNA polymerase iota activity | Q9UNA4 | Pol iota fluorescent replication assay, 10 min | Potency, µM (top dose mostly 115 µM), inactives show at the top dose activity, negative = inhibition, hits mostly inhibitors | 1% of 390,000 active | AID 588590
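Pol iota at 10 nM preincubated 15 min with compounds at room temperature; reaction started with fluorescent substrate, 50 nM final. Fluorescence read kinetically at 0 and 10 min; buffer-only wells as negative control.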
BLM helicase inh – inhibitors of human Bloom syndrome helicase BLM; recombinant BLM DNA unwinding, fluorescence dequenching; Potency, µM (series often up to 56.1 µM), inactives show top-dose activity change, negative = inhibition, usual class: inhibitors; AID 2528; 0.2% of 350,000 active; P54132;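 note: plate controls were vehicle for no effect and no enzyme for full effect; nearly all actives have a fitted effect of over 35% in size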
Target sequence (P54132 whole entry, looked up): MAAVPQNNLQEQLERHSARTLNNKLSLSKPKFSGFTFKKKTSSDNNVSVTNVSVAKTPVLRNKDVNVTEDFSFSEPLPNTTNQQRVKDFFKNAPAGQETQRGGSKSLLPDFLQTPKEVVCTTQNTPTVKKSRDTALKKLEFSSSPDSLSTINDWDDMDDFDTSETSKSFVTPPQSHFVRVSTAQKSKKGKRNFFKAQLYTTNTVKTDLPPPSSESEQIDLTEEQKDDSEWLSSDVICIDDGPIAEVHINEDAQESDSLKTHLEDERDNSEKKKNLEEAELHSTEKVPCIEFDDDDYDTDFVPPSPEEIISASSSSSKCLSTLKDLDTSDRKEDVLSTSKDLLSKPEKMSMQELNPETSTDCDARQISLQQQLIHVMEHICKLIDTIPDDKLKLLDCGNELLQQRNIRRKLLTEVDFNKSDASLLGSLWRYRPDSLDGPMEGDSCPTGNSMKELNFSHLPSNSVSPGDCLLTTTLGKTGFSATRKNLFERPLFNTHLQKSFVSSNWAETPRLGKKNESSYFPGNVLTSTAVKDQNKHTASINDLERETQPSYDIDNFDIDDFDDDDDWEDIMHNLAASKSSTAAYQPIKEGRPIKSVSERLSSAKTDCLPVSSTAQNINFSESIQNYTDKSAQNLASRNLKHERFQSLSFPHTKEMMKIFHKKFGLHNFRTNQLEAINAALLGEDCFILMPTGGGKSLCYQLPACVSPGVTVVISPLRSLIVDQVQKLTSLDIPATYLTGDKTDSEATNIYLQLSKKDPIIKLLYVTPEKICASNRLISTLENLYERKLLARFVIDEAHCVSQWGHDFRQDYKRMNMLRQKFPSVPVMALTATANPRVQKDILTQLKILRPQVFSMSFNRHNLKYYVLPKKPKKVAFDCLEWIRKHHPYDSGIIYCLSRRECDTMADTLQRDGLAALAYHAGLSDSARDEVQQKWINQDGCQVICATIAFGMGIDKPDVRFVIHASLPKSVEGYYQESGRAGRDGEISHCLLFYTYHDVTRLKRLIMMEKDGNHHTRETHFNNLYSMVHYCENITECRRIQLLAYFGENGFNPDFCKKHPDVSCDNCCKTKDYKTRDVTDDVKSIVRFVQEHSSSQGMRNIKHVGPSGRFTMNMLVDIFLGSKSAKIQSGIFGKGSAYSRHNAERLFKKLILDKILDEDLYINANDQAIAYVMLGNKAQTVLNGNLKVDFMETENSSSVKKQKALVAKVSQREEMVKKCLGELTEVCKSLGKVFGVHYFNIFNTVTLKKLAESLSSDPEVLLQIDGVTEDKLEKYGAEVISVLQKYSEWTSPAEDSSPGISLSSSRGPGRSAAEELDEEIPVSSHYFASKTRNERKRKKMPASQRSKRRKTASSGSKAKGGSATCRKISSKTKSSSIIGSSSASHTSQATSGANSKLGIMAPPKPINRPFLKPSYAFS
POLH inh – blocks human DNA polymerase eta activity | Q9Y253 | recombinant Pol eta, fluorescent DNA replication assay | Potency, µM (series often up to 114 µM), inactives show at the highest dose activity change, negative = inhibition, most hits filed as inhibitors | 1.2% of 390,000 active; note: % is set by controls: 0 for no effect and ±100 for the full control effect
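Pol eta (10 nM) was preincubated with compounds for 15 min at room temperature, after which fluorescent replication substrate (50 nM final) was added to start the reaction. Fluorescence was read kinetically at 0 and 10 min.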
The depositor's hits bear a star; ? = inconclusive; . = no result given; & = joins results of further samples; [ ] = another dose, or the depositor's remark. Calls come from the whole dose curve; as a rule, active = well fitted curve in the direction sought with a large enough effect; inconclusive = small, poorly fitted or top-dose-only effect, or another doubt; inactive = no such curve, though single readings can be large; an effect the other way counts as inactive or inconclusive. Potency is the fitted concentration of half-maximal effect.

SMILES | G9a block | Pol kappa inh | POLB inh | Apoferritin bind | APEX1 inh | BAZ2B inh | Pol iota inh | BLM helicase inh | POLH inh
CCCCNC(=O)C(=O)NCc1ccncc1 | . | -1% | 6% | 6% | 2% | 0% | 38%[activator] | 0% | -2%
CCOC(=O)C(CCc1ccccc1)NC(C)C(=O)N1CCCC1C(=O)O (stereo not drawn) | -29%[2.33 µM] | -10%[60.1 µM] | . | 72%[activator] | 2.2µM* | . | . | 6% | .
CCCCC[C@@H]1C=C(C(=O)O)[C@H](c2ccc(Cl)c(Cl)c2)N1S(=O)(=O)c1ccc(C)cc1 | . | -18% | . | . | -10% | . | -2% | . | ?
O=C1CCCN1CCC1CCN(C(=O)Nc2ccccc2)CC1 | -6%[12.7 µM] | -13% | -1% | 110%[activator] | 9% | -2% | -22% | -1% | -6%
CCN(C(=O)N1CCOCC1)c1ccccc1C | 2% | -5% | 4% | 0% | 21% | 8% | 131%[activator] | -3% | -22%
COc1ccc(-c2nc3c(c(SC)n2)Cc2c(CO)cnc(C)c2O3)cc1 | -34%[59 µM] | -9% | 4% | -9% | . | -15% | -11% | -8% | 2%
Cc1c(CN2CCC(n3nccc3NC(=O)C3CC3)CC2)[nH]c2ccccc12 | -10% | 0% | -6% | -7% | -12% | -15% | 20% | -3% | 1%
N#CC(C#N)=C1C=CC=CN1/C(=C\c1ccco1)C(=O)c1ccc(Br)cc1 | 11µM* | -4% | -7% | -13% | 9% | ? | -17% | -18% | -26%
O=C(NCCS(=O)(=O)NC1CCCC1)c1ccc(F)cc1 | 9%[0.501 µM] | -1% | . | . | 6% | 8% | -11% | . | 0%
NS(=O)(=O)c1ccc(CCNC(=O)CNCCc2ccc(C(F)(F)F)cc2)cc1 | -1% | -8% | -1% | -10% | 1% | 50µM* | 7% | 0% | -6%
CCOC(=O)C1CCN(C(=O)c2ccccc2NS(=O)(=O)c2ccc(F)cc2)CC1 | 11%[59 µM] | -7% | 3% | -5% | 5% | 7% | 9% | 0% | -2%
C=CCN1C(=O)c2ccc(C(=O)N(C)CC(=O)Nc3ccccc3Cl)cc2C1=O | 10% | 2% | . | . | -6% | -4% | 10% | . | -9%
CCC(O)CNc1nc(-n2nc(C)cc2C)nc2sc3c(c12)CCCC3 (stereo not drawn) | 3%[59 µM] | . | 28% | -6% | 1% | -2% | . | 0% | .
NC(=O)c1ccccc1NC(=O)CN1CCOCC1 | 16%[59 µM] | -4% | 1% | 37%[activator] | -5% | 52%[activator] | 19% | 1% | -8%
CCOC(=O)Cc1csc(NC(=S)NC(=O)c2cc(OC)cc(OC)c2)n1 | 21% | 7% | 11% | ? | 0% | -30% | 12% | -7% | -11%
CCn1c(=O)c(C(=O)NCCCc2ccccc2)c(O)c2ccccc21 | 172%[activator] | -6% | 10% | -7% | 5% | 71%[activator] | 22% | -10% | -10%
CSc1nsc(N/N=C/c2ccc3c(c2)OCO3)c1C#N | -23% | 19% | 8% | -5% | -1% | -17% | -27% | -2% | -9%
N=C(N)SCc1cn2ccccc2n1 | ? | -3% | 60% | -7% | -6% | -5% | -1% | -6% | -18%
O=C(NCCc1ccccc1)c1ccc2c(c1)N(Cc1c(F)cccc1Cl)C(=O)CS2 | -12%[59 µM] | -31% | -2% | 34%[activator] | . | 1% | 17% | -4% | -12%
COc1cc(OC)cc(C(=O)N2CCN(S(=O)(=O)c3ccc(Cl)s3)CC2)c1 | -25%[12.7 µM] | -1% | . | . | -10% | 10% | 9% | . | -8%
O=C(CN1CCN(S(=O)(=O)c2cccc(Br)c2)CC1)N1CCCCC1 | -5%[0.501 µM] | 4% | . | . | 12% | 4% | 23% | . | -12%
O=C(Cc1ccc(Cl)c(Cl)c1)Nc1ccccc1N1CCCC1 | -2%[0.501 µM] | 5% | 6% | 5% | -24% | ? | ? | -10% | -16%
O=C(O)c1ccc(-n2c(/C=C\c3ccc(O)cc3)nc3ccccc3c2=O)cc1 | 10%[59 µM] | -1% | -4% | 48%[activator] | . | 1% | -7% | -3% | -10%
O=C(CN1C(=O)/C(=C\c2cccc(Cl)c2)Sc2ccccc21)NCCCN1CCOCC1 | 24% | 7% | 1% | -5% | -5% | -13% | -4% | 4% | -2%
CCOC(=O)Cc1ccc(NC(=O)N2CCC(CN3CCC(C)CC3)CC2)cc1 | -17%[59 µM] | -11% | 2% | 0% | . | 4% | -14% | -6% | -3%
COc1ccc(Cl)cc1-c1nc(SCC(N)=O)n[nH]1 | . | 0% | 3% | 6% | -1% | 6% | 36%[activator] | 4% | -26%
O=C(N/C(=C\c1ccc([N+](=O)[O-])cc1)C(=O)N1CCCCC1)c1ccccc1Br | -26% | -14% | 4% | -18% | -1% | -31% | 20% | -1% | -16%
COc1ccc(C2(C(=O)N3CCCC3)CCOCC2)cc1OC | -35%[59 µM] | -9% | -4% | 21% | -7% | -1% | ? | -1% | -2%
CS(=O)(=O)N1CCC[C@@]2(CCN(c3ccncc3)C2)C1 | 1%[12.7 µM] | 9%[60.1 µM] | . | . | 3% | . | . | 4% | .
COc1ccc2cc(C(=O)OC(C)C)sc(=O)c2c1OC | -9%[59 µM] | -1% | -12% | 2% | -3% | -4% | ? | -3% | 7%
CC1CCN(C(C)C(=O)Nc2ccccc2-c2ccccc2)CC1 (stereo not drawn) | 32µM* | -1% | -2% | ? | 0% | ? | ? | -8% | -8%
COc1cccc(/C=N/NC(=O)C(=O)Nc2ccccc2OC(F)(F)C(F)F)c1O | -7%[59 µM] | -22% | -21% | -2% | 0% | -3% | 15% | -9% | -13%
Cc1ccc(N=Nc2c(=O)[nH]n3c(C)cc(C)nc23)cc1 | -10% | -2% | ? | ? | -1% | -29% | ? | 4% | 5%
O=C(NC(Cc1ccccc1)c1nc2ccccc2[nH]1)c1cccc([N+](=O)[O-])c1 (stereo not drawn) | ? | -3% | 8% | 1% | 1% | -33% | 56%[activator] | 0% | -3%
CCOC(=O)c1c(C)[nH]c(C)c1S(=O)(=O)N1CCCC(C(=O)N2CCN(c3ccc(Cl)cc3)CC2)C1 (stereo not drawn) | -1%[59 µM] | -6%[60.1 µM] | 15% | 3% | . | ? | 8% | -6% | -14%
CCCCN(C)C1CCN(C(=S)Nc2cccc(OC)c2)CC1 | ? | 3% | 27% | -7% | -3% | 14% | 12% | -4% | -19%
COc1ccc(S(=O)(=O)N(CC(=O)Nc2ccc(Br)cc2)Cc2ccccc2)cc1 | -3%[59 µM] | 1%[60.1 µM] | 1% | 304%[activator] | . | -4% | -4% | -12% | -6%
O=C(c1c(Cl)cccc1Cl)N1CCN(c2cccc3[nH]ccc23)CC1 | . | 0% | -2% | -12% | 21% | ? | 53%[activator] | -12% | -4%
CCOC(=O)CC(C(=O)OCC)P(=O)(c1ccccc1)c1ccccc1 (stereo not drawn) | 5%[59 µM] | -14% | 11% | -11% | -6% | . | -6% | 0% | -7%
Cc1ccsc1C(=O)OCC(=O)Nc1c(C)n(C)n(-c2ccccc2)c1=O | -5% | 2% | 9% | 0% | 5% | -19% | 1% | -1% | 0%

2 entries drawn at random from those above, as already listed:
SMILES | G9a block | Pol kappa inh | POLB inh | Apoferritin bind | APEX1 inh | BAZ2B inh | Pol iota inh | BLM helicase inh | POLH inh
O=C(NC(Cc1ccccc1)c1nc2ccccc2[nH]1)c1cccc([N+](=O)[O-])c1 (stereo not drawn) | ? | -3% | 8% | 1% | 1% | -33% | 56%[activator] | 0% | -3%
COc1cccc(/C=N/NC(=O)C(=O)Nc2ccccc2OC(F)(F)C(F)F)c1O | -7%[59 µM] | -22% | -21% | -2% | 0% | -3% | 15% | -9% | -13%

Part of the list above, showing only POLB inh.
canonical_smiles	POLB inh
Cc1ccc(N=Nc2c(=O)[nH]n3c(C)cc(C)nc23)cc1	?
CCOC(=O)c1c(C)[nH]c(C)c1S(=O)(=O)N1CCCC(C(=O)N2CCN(c3ccc(Cl)cc3)CC2)C1 (stereo not drawn)	15%

Next part:
SMILES | G9a block | Pol kappa inh | POLB inh | Apoferritin bind | APEX1 inh | BAZ2B inh | Pol iota inh | BLM helicase inh | POLH inh
CN(CC(=O)Nc1ccc([N+](=O)[O-])cc1Br)Cc1c(F)cccc1Cl | ? | 6% | 2% | 4% | -1% | -26% | 7% | -6% | -19%
COc1ccc(S(=O)(=O)Nc2ccccc2C)cc1 | 16%[59 µM] | -11% | 0% | -20% | -1% | -1% | 7% | 0% | 0%
Cc1ccc(C(=O)CC(C(=O)O)n2ccc(C)n2)cc1 (stereo not drawn) | 5%[59 µM] | 7% | 25% | -9% | -5% | 3% | 8% | -4% | 10%
COc1ccc(C)cc1NS(=O)(=O)c1ccc2c(c1)CCN2C(C)=O | -8% | -11% | -1% | 4% | 68%[activator] | -24% | 6% | -2% | -14%
Cc1ccc(Cl)cc1NC(=O)C1CCCN(c2cnccn2)C1 (stereo not drawn) | 11% | 3%&2% | 89%&18% | 8%&-8% | 39%[activator] | -34%&-3% | 0%&15% | -2%&0% | 4%&-10%
O=C(O)c1ccc(NC(=O)c2cccc(C(=O)Nc3ccc(C(=O)O)cc3)c2)cc1 | ? | -9% | 2% | 26% | 49%[activator] | -14% | ? | -2% | 1%
CN1CCN(S(=O)(=O)c2cccc(C(=O)Nc3sc4c(c3-c3nc5ccccc5[nH]3)CCCC4)c2)CC1 | -7%[59 µM] | -18% | 10% | 0% | -2% | 5% | 4% | -3% | -2%
COc1cc(NC(=S)N2CCC(C(N)=O)CC2)c(OC)cc1Cl | 45µM* | -16% | -23% | -4% | -3% | -19% | 17% | -1% | -7%
COc1ccc(CNC(=O)c2cc3cccc4c3n2CC(C)S4)cc1 (stereo not drawn) | ? | -2% | 3% | 56%[activator] | . | 3% | 30%[activator] | -10% | -20%
Cc1[nH]nc2c1C(c1ccc(O)cc1)C1=C(CC(C)(C)CC1=O)N2 (stereo not drawn) | 7% | -9% | 2% | 2% | 8% | -6% | -3% | -1% | -5%
CCOc1ccc(NC(=O)CN2CCc3cc4c(cc3C2)OCCCO4)cc1OCC | 10% | -12% | -44% | -18% | 17% | -1% | 16% | 1% | -17%
Cc1ccc(C)c(NC(=O)CCN2CCN(c3ccccc3F)CC2)c1 | -9%[2.33 µM] | -4% | 25% | -4% | 16% | 1% | ? | -3% | -4%
CCCNC(=O)c1cc(-c2ccc3c(c2)OCO3)on1 | 33% | 8% | 75% | 2% | -9% | 7% | -8% | -4% | -14%

Bioassay records as filed in PubChem.

This is a subset. The share of hits here may be higher or lower than overall.
